# WT yeast gro inh: growth inhibition of WT yeast, mitochondrial fusion screen. inhibition, % at 10 µM. 190,000 tested, 2.1% active. AID 1362. mitochondrial fusion phenotypic screen, WT strain; in the data active = inhibition above about 58%; tested in S. cerevisiae
# MT stabilize HCS: microtubule stabilizers in HeLa cells; HeLa tubulin immunostaining HCS, 24 h; share of cells brighter than vehicle mean+2SD; 200,000 tested, 0.83% active; % tubulin-high responders, % at 10 µM;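 active = plate Z-score above 3 for both tubulin-high and condensed-nucleus cell shares, with cell loss under 80%, at 10 µM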;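 note: anti alpha tubulin signal scored within the nucleus-defined area of each cell; some results filed as inactive read as strong as hits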
# P. falciparum M1AAP: malaria alanyl aminopeptidase activity blockers – biochemical, fluorogenic H-Leu-NHMec substrate, 1536-well (AID 1445). one-dose inhibition, % at 30 µM; IC50 in µM for titrated hits. recombinant M1AAP, H-Leu-NHMec fluorogenic kinetic assay; higher % means a stronger effect. 220,000 tested, 0.42% active;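 active = primary inhibition above the hit cutoff, then over 50% inhibition at one or more dose response concentrations, cut at about 23% in these data, passing the limit was not always enough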;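 note: plate controls were DMSO full reaction for no effect and no enzyme background for full effect; strong numbers were not always called active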
# Dynein cargo inh: blocks dynein driven cargo transport along microtubules. 3617.4 mouse cells, GR-EGFP nuclear translocation imaging; test concentration mostly 20 µM; stimulated with dexamethasone, 1 µM; active compounds read low. z-score, hits read low. 220,000 tested, 0.47% active;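 active = plate z-score of nuclear minus cytoplasmic receptor signal below a set negative limit, without overly bright fluorescence or cell loss, cut at about -3.5 in these data, passing the limit was not always enough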;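 note: z-score of nuclear minus cytoplasmic ring GR-EGFP intensity difference per well; some compounds called inactive have numbers as strong as hits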
#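 Buffer or medium: Induction medium lacking tetracycline, stripped serum | Also added: Dexamethasone agonist, 1.0 µM final, for 30 min | Timing: 48 h induction, 1 h compound, 30 min dex at 37 °C | Detection: Formaldehyde fixation, Hoechst nuclear stain, 10x automated fluorescence imaging | Measure: Nuclear versus cytoplasmic GR-EGFP signal, averaged per well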
# Autophagy mod: alters autophagy in cells | MEF GFP-LC3 puncta imaging; test concentration mostly 10 µM | calls only at 10 µM (by protocol) | 190,000 tested, 0.98% active | AID 463193;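 active = percentage of spot-positive cells more than 3 SD above its plate mean, without a fluorescence outlier flag or 80% toxicity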;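 note: spot-positive cell cutoff set from DMSO-treated cells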
# Yfh1-off respiration: enhancers of respiration in Yfh1-depleted yeast, dose response, Friedreich's ataxia, plus single-dose screen (AID 1465); S. cerevisiae Yfh1-off respiration, WST-1 reduction, 72 h; higher fold induction means a stronger effect; fold induction at 50 µM, or EC50 in µM where a hit was titrated; 220,000 tested, 0.074% active;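 active = fold induction of absorbance versus untreated yeast above a set limit, then at least 30% activation at any dose in follow-up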;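 note: activators that raise dye reduction in frataxin-depleted yeast; strong numbers were not always called active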
# T cell modulator: modulates CD8 T cell binding to vesicles; 2C CD8+ T cell-vesicle binding, flow cytometry; active compounds read low; calls only at 7 µM; 330,000 tested, 0.068% active; AID 2052;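 active = response, share of CD8 T cells binding vesicles, and their 90th percentile fluorescence all below set limits, cut at about 80% in these data, passing the limit was not always enough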
#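 incubation = binding step 1.5 h, 37 °C, antibody labelling 20 min, ice | test system = 2C mouse CD8+ T cells | read-out basis = percent CD8+ FL2 mean versus row control | controls = Peptide-free naked vesicles (low) and QL9 vesicles with 0.7% DMSO vehicle (high) | detection = flow cytometry of vesicle-bound cells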
# P. falciparum M17LAP: P. falciparum M17LAP inhibitors, primary screen, biochemical, fluorogenic H-Leu-NHMec substrate, 1536-well (AID 1619); one-dose inhibition, % at 30 µM; IC50 in µM for titrated hits; recombinant M17LAP, H-Leu-NHMec fluorogenic kinetic assay; higher % means a stronger effect; 220,000 tested, 0.38% active;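 active = compound inhibiting the enzyme by more than half at any dose during confirmatory dose-response retesting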;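 note: plate controls were full reaction with DMSO carrier for no effect and no enzyme background for full effect; strong numbers were not always called active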
# bCat nuc transl: modulators of beta-catenin nuclear translocation. 190,000 tested, 0.3% active. HeLa beta-catenin nuclear translocation, immunofluorescence imaging. nuclear translocation activity, % at 5 µM;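 active = nuclear translocation activity above 50% at 5 µM, with a well cell count of 50 or more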;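 note: per-cell ratio of nuclear to cytoplasmic median beta-catenin stain intensity; plate controls were DMSO negative control for no effect and GSK-3 inhibitor IX positive control for full effect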
#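 Read-out: Nuclear/cytoplasmic beta-catenin signal ratio, % activation | Assay system: Human HeLa cell line | Times: 24 h compound exposure at 37°C, 5% CO2 | Signal: Fluorescence imaging of beta-catenin antibody stain plus DAPI | Dosing: 5 µM primary, 0.02–20 µM confirmation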
# WT yeast gro inh mutant strain: further read-out of WT yeast gro inh, marked with its call; inhibition, %; mitochondrial fusion phenotypic screen, mutant strain inhibition
# Dynein cargo inh cytoplasmic EGFP: further read-out of Dynein cargo inh, marked with its call; z-score; measured here: cytoplasmic GR-EGFP intensity; active compounds read high
# Dynein cargo inh nuclear GR-EGFP: also measured in Dynein cargo inh; calls as there; z-score; measured here: nuclear GR-EGFP intensity;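 lower value marks the stronger effect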
# Dynein cargo inh cell count: second read-out of Dynein cargo inh, no call of its own (marks repeat the call); z-score; measured here: cell count per field
# bCat nuc transl cell count 5 µM: further read-out of bCat nuc transl, marked with its call; cell count; measured here: cell count, cytotoxicity flag
# T cell modulator vesicle-bound %: further read-out of T cell modulator, marked with its call; double positive events, %; measured here: CD8+ vesicle-bound cell fraction;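 binding gate set so that unloaded-vesicle control wells show 10% double positive cells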
# MT stabilize HCS Hoechst-high %: second read-out of MT stabilize HCS, no call of its own (marks repeat the call); % Hoechst-high responders; measured here: nuclear condensation Hoechst responders;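 share of cells brighter than vehicle mean plus two SD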
# MT stabilize HCS cytotoxicity %: further read-out of MT stabilize HCS, marked with its call; toxicity, %; measured here: cytotoxicity by cell density;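 0% = mean cell density of plate MIN control wells and 100% = no cells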
# Autophagy mod cell loss 18 h: also measured in Autophagy mod; calls as there; toxicity, %; measured here: cell loss, nuclei count;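 cell loss after 18 h compound exposure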
# * = called active by the depositor; i = inactive; x = not tested or not shown.
SMILES,WT yeast gro inh,WT yeast gro inh mutant strain,MT stabilize HCS,MT stabilize HCS Hoechst-high %,MT stabilize HCS cytotoxicity %,P. falciparum M1AAP,Dynein cargo inh,Dynein cargo inh cytoplasmic EGFP,Dynein cargo inh nuclear GR-EGFP,Dynein cargo inh cell count,Autophagy mod,Autophagy mod cell loss 18 h,Yfh1-off respiration,T cell modulator,T cell modulator vesicle-bound %,P. falciparum M17LAP,bCat nuc transl,bCat nuc transl cell count 5 µM
Cc1cccc(OCC(O)Cn2c(=N)n(CCN3CCOCC3)c3ccccc32)c1 (stereo unspecified),-3,-2,6.6,3.4,4.9,7%,3,0.0057,1.4,-2.5,i,5,i,i,55,2%,-8.5,1024
O=C(NCC(c1ccc(F)cc1)N1CCOCC1)c1ccccc1F (stereo unspecified),x,x,x,x,x,-3%,-0.39,-0.29,-0.43,0.95,x,x,i,i,40,-1%,1.2,1244
CCN(CC)c1ccc(N=Cc2ccc(N(CC)CC)cc2O)cc1,27,-19,1.2,2.0,5.7,16%,-0.66,0.83,0.11,0.29,i,29,i,i,23,15%,4.9,1009
CCCC(=O)Nc1nc(C)c(-c2csc(Nc3cc(OC)ccc3OC)n2)s1,49,45,12,5.3,10,4%,1.1,-0.16,0.82,-0.3,i,3,i,i,44,13%,33,642
CCc1ccc(-c2nc(SCC(=O)N3CCOCC3)n[nH]2)cc1,0,8,2.3,2.4,3.3,10%,-0.22,-0.24,-0.14,0.53,i,15,i,i,38,4%,-1.9,1143
Cc1cc(C)n(-c2ccc(C(=O)Nc3cccc(S(=O)(=O)N(C)C)c3)cc2)n1,-12,3,3.5,3.3,8.2,3%,0.7,-0.3,0.25,0.15,i,-4,i,i,45,1%,-2.6,1151
CN(C)S(=O)(=O)c1ccc(NC(=S)NC(=O)Cc2ccccc2)cc1,-3,-5,2.1,2.2,3.0,5%,-0.054,-0.24,0.35,-0.19,i,0,i,i,52,4%,-1.0,1094
CCc1ccc(-c2cc(N)n(-c3ccccc3)n2)cc1,17,2,2.7,1.1,3.0,6%,-0.053,-0.31,-0.13,0.54,i,8,i,x,x,-4%,-0.1,1153
CC(=O)C1=C(C)OC(N)=C(C#N)C1c1cccnc1 (stereo unspecified),-3,8,2.2,1.6,6.8,7%,-0.42,-0.29,-0.26,0.76,i,-25,i,i,39,1%,-1.0,1064
CC(C)(C)NC(=O)COc1ccc(CNc2ncn[nH]2)cc1,-10,-10,1.6,2.2,6.5,0%,-0.07,0.15,0.33,0.62,i,-23,i,i,63,24%,-0.4,1059
CCOc1ccc(C2NC(=O)C(C#N)=C(S)N2c2ccc(C)cc2)cc1OC (stereo unspecified),-10,7,1.2,0.5,8.0,10%,0.29,0.4,0.57,-0.99,i,4,i,i,32,15%,0.8,1097
Cc1ccc(-c2nn3c(C)nnc3s2)cc1NC(=O)CSc1ccc(Cl)cc1,34,-1,4.7,1.9,7.0,-5%,3.1,0.24,3.1,-2.7,i,7,i,i,9,-11%,-0.7,1096
Cc1cccc(C)c1NC(=O)CNC(=O)CCC(=O)c1cccs1,-19,-9,3.2,2.8,3.6,0%,0.032,-0.33,-0.15,0.42,i,-2,i,i,62,10%,-0.4,893
O=C(c1ccc(Br)o1)N1CCN(c2ccccn2)CC1,7,11,3.9,2.1,5.9,0%,-0.79,-0.28,-0.62,1.3,i,29,i,i,25,7%,x,x
O=C(CCSc1ccc(Cl)cc1)NCc1ccccn1,-17,-6,1.3,1.8,7.4,3%,0.58,-0.19,0.24,-1.2,i,0,i,i,34,-12%,1.0,980
O=C(O)CNS(=O)(=O)c1ccc(Br)s1,7,5,2.4,2.9,11,-1%,1.6,-0.12,1.8,-1.2,i,25,i,i,43,-6%,-4.4,1193
CSCC[C@H](NC(=O)C1CCCC1)c1nc2ccccc2[nH]1,3,-10,2.8,2.2,6.0,7%,-1.6,0.51,-0.74,6.8,i,0,i,i,51,-10%,1.3,1030
CC(C)(C)NC(=O)COC(=O)c1nsc(Cl)c1Cl,-4,-1,2.9,2.2,3.9,1%,-0.28,-0.22,-0.27,0.83,i,4,i,i,23,3%,-3.5,595
CC1CC(=O)Nc2ccccc2S1(=O)=O (stereo unspecified),-13,-13,4.2,2.0,11,-2%,-0.67,-0.14,-0.11,0.62,i,12,i,i,24,11%,-2.5,1122
CCOC(=O)c1ccc(NC(=O)C2(c3ccc(Cl)cc3)CCCC2)cc1,-2,3,0.9,1.9,3.3,-4%,0.92,-0.21,-0.14,-0.55,i,0,i,i,28,-4%,x,x
O=C(OCc1ccccc1Cl)c1ccc(-n2cnnc2)cc1,16,-6,2.1,0.4,18,-1%,-1.6,-0.23,-0.6,0.5,i,-8,i,i,55,-9%,-2.2,1196
CCn1nc(C(=O)OCC(=O)c2ccc3c(c2)OCCO3)c2ccccc2c1=O,6,4,2.7,2.0,10,8%,-1.1,-0.17,-0.7,1.1,i,5,i,i,22,-4%,-0.5,748
O=C(NCc1ccco1)c1nc2ccccc2s1,7,7,3.4,2.2,6.8,-4%,1.2,0.033,0.71,-0.86,i,-6,i,i,54,0%,x,x
CC1=CC(C)C(C(=O)O)C(C(=O)O)C1 (stereo unspecified),-4,1,1.9,1.4,2.3,-3%,-0.62,-0.16,-0.38,0.81,i,-16,i,i,6,0%,-3.6,1172
Cc1ccc(/C=N/NC(=O)c2cccc(S(=O)(=O)Nc3cccc(Cl)c3)c2)o1,-15,6,5.3,1.5,7.1,3%,-0.61,-0.27,-0.079,0.16,i,9,i,i,38,-6%,-3.0,999
O=C(NNC(=O)C1CCC(C(=O)NNC(=O)c2cccs2)CC1)c1cccs1 (stereo unspecified),-15,-10,4.3,2.5,7.8,13%,-0.45,-0.36,-0.71,1,i,7,i,i,28,-8%,0.5,1461
O=C1CC(NCc2ccccc2F)C(=O)N1c1ccccc1 (stereo unspecified),-10,-8,1.7,2.4,8.1,-3%,1.1,-0.22,0.69,-0.33,i,14,i,i,28,9%,0.2,1176
COCCN(CCOC)c1ncnc2c1cnn2-c1ccc(Cl)cc1,-8,17,4.5,2.0,8.3,2%,0.69,-0.23,0.2,-1.5,i,17,i,i,8,-1%,0.2,1079
Cn1c(SCc2nc(-c3ccccc3)no2)nnc1-c1ccco1,-16,13,3.3,2.3,6.7,-5%,-0.36,-0.22,-0.87,0.73,i,12,i,i,12,-2%,-2.2,1323
COCCCN=CC1=C(O)CC(C)(C)CC1=O,-12,-8,4.4,3.4,5.2,16%,0.056,-0.34,0.1,0.29,i,-4,i,i,38,16%,-0.7,1383
CCCCCSc1nc2c(c(=O)[nH]c(=O)n2C)n1C(C)C,19,7,2.4,1.7,4.4,0%,-0.14,-0.2,0.24,-0.09,x,x,i,i,33,-6%,-0.7,1123
Cc1ccc2cc3cc(C(=O)N4CCCCCC4)oc3nc2c1,-5,6,6.1,4.9,6.7,13%,-0.75,-0.32,-0.22,0.12,i,-32,x,i,54,2%,0.3,1010
COc1ccc(S(=O)(=O)N2CCCCC2)cc1NCC(=O)Nc1ccc(C)cc1,x,x,x,x,x,-2%,2.3,0.45,2.3,-2.1,x,x,i,i,37,4%,-0.4,1435
Cc1cccc(NC(=O)Nc2ccc(C#N)cc2)n1,8,1,8.2,5.9,14,-3%,-0.38,-0.19,-0.092,0.4,i,9,i,i,35,-3%,4.0,948
Cn1cc(Br)c(C(=O)N/N=C/c2cccc(OC3CSC3)c2)n1,-8,4,4.4,2.7,4.9,-3%,0.039,-0.25,0.045,-0.72,i,2,i,i,17,-5%,x,x
O=C(C1CCCC1)N(c1ccccc1)C1C=CS(=O)(=O)C1 (stereo unspecified),-4,3,4.8,1.9,11,2%,0.25,-0.22,0.43,1.2,i,-11,i,i,4,-2%,-0.4,1219
C/C(Cn1nnc([N+](=O)[O-])n1)=N\NC(=O)c1ccccc1O,x,x,x,x,x,10%,1.1,-0.24,0.45,-0.8,x,x,i,i,45,-3%,-0.5,1112
CCOc1cc(C(=O)Nc2c(C)ccc3nsnc23)cc(OCC)c1OCC,14,7,5.6,2.6,11,-4%,-1.4,-0.25,-0.65,1.2,i,-1,i,i,44,19%,0.1,1090
Cc1cc(C)nc(OC(=O)c2ccc(Cl)cc2Cl)n1,5,5,2.3,1.2,9.4,9%,-0.79,-0.16,-0.31,0.67,i,7,i,i,39,-1%,1.0,1465
CC(Sc1nnc(-c2cccnc2)n1-c1ccccc1F)C(=O)N1CCCc2ccccc21 (stereo unspecified),-1,7,1.8,3.5,16,2%,-0.49,-0.23,-0.13,0.27,i,3,i,i,37,16%,-0.2,1097
